p53ts 32C kill – p53ts cell cytotoxicity, permissive temperature; H1299-p53A138V at 32C, ATP luminescence viability, 24 h; Potency, µM (highest dose often 46.1 µM), inactives show at the top dose activity change, negative = cytotoxicity, most hits filed as cytotoxic; hit rate 0.93% among 130,000;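 note: 0% = DMSO and -100% = full killing by reference compound; nearly all actives have a fitted effect of over 55% in size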
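Cells: H1299 p53ts (A138V), 600/well, pre-incubated 16–30 h at 37C. Cpd up to 46 uM, 24 h, 32C. Readout: ATPlite luminescence, 20 min RT. Normalization: DMSO vs tamoxifen 100 uM. AC50 by Hill equation.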
Imprint erasure – induces erasure of genomic imprints in mouse ES cells; AID 1948; mouse ES Peg3-LacZ reporter, beta-gal luminescence, 40 h; hit rate 0.02% among 110,000; Potency, µM (top dose mostly 60.7 µM), inactives show top-dose activity change, positive = activation, usual class: activators;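 note: 0% = negative control wells on the plate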
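Imprint erasure is scored as LacZ activity from the silenced maternal Peg3 allele in feeder-free female ES cells cultured 40 h with LIF. Luminescence is normalized to in-plate negative controls and fitted to the Hill equation.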
p53ts 39C tox – p53ts cell cytotoxicity, nonpermissive temperature; AID 902; H1299-p53A138V viability at 39C, ATP luminescence, 24 h; Potency, µM (top dose mostly 46.1 µM), for the others: at the highest dose activity change, negative = cell killing, actives largely listed as cytotoxic; hit rate 1.5% among 130,000; note: nearly all actives have a fitted effect of over 55% in size
IkB sig inh – IkB pathway inhibition in ABC-DLBCL cells; hit rate 0.04% among 110,000; Potency, µM (highest dose often 57.1 µM), for the others: at the top dose IkBa stabilization activation; ABC-DLBCL IkBa-CBG/CBR dual luciferase ratio, 4 h; response scale: scaled: untreated 0%, proteasome inhibitor 100%; active = well fitted curve in the direction sought with a large enough effect in the signal ratio, not every such curve was filed as active; inconclusive = small, poorly fitted or top-dose-only effect, or a change in a side signal; the % refers to the signal ratio;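 note: the direction sought is a rising ratio; 0% = basal untreated cells and 100% = reference inhibitor full response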
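Luminescence ratio of IκBα-fused green versus native red beetle luciferase in OCI-Ly3 cells, 4 h post-doxycycline with compound; red signal alone, scaled from basal (0%) to zero light (-100%), flagged nonspecific or cytotoxic effects.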
Active calls of the source: *; ? = inconclusive; · = no result given; & = joins results of further samples; [ ] = another dose, or the depositor's remark. Unless noted, calls come from the whole dose curve; as a rule, active = well fitted curve in the direction sought with a large enough effect; inconclusive = small, poorly fitted or top-dose-only effect, or another doubt; inactive = no such curve, though single readings can be large; an effect the other way counts as inactive or inconclusive. Unless noted, % is set by controls: 0 for no effect and ±100 for the full control effect; potency is the fitted concentration of half-maximal effect. These rows are one share of the data; count on the stated rates, not on these rows.

Start of the data: the first 11 records, ahead of the listing:
SMILES | p53ts 32C kill | Imprint erasure | p53ts 39C tox | IkB sig inh
C[C@H]1CCC[C@@H](O)CCC/C=C/c2cc(O)cc(O)c2C(=O)O1 | 3% | -9% | 15% | ?
c1ccc(Nc2ccc3ccccc3c2)cc1 | 2%[1.84 µM] | 0% | -4% | 4.8%
Cc1ccc(S(=O)(=O)NCC2CCC(C(=O)NCCCN3CCOCC3)CC2)cc1 (stereo not given) | 15% | -11% | -4% | 0.4%
CC(C)(COCC1CO1)COCC1CO1 (stereo not given) | 2%[1.84 µM] | 1% | 9% | 0.7%
CCOC(=O)C1=C(C)OC(N)=C(C(=O)OC)C12C(=O)Nc1ccc(Br)cc12 (stereo not given) | 13% | -1% | -16% | 1.0%
CN(C)CCC(C#N)(c1ccccc1)c1ccccc1 | -2%[9.22 µM] | -5%[10.9 µM] | -7%[9.22 µM] | 1.3%[11.4 µM]
CCOC(=O)C1C(=O)NC2(C)CC1c1cc(OC)ccc1O2 (stereo not given) | -5% | -7% | 18% | -1.0%
S=C=NCc1ccccc1 | -19% | -16% | -8% | ·
O=C1C2CCCN2C(c2cccnc2)N1c1nccs1 (stereo not given) | 10% | -5% | 5% | 1.4%
Cc1ccc(O)cc1 | 3%[1.84 µM] | 16%&-3% | 10% | 1.6%
CCc1ccc(-n2nc(C)c3c2NC(=O)CSC3c2ccc(OC)cc2OC)cc1 (stereo not given) | 6% | -13%[10.9 µM] | ? | -1.2%

The listing, repeating the preview:
SMILES | p53ts 32C kill | Imprint erasure | p53ts 39C tox | IkB sig inh
C[C@H]1CCC[C@@H](O)CCC/C=C/c2cc(O)cc(O)c2C(=O)O1 | 3% | -9% | 15% | ?
c1ccc(Nc2ccc3ccccc3c2)cc1 | 2%[1.84 µM] | 0% | -4% | 4.8%
Cc1ccc(S(=O)(=O)NCC2CCC(C(=O)NCCCN3CCOCC3)CC2)cc1 (stereo not given) | 15% | -11% | -4% | 0.4%
CC(C)(COCC1CO1)COCC1CO1 (stereo not given) | 2%[1.84 µM] | 1% | 9% | 0.7%
CCOC(=O)C1=C(C)OC(N)=C(C(=O)OC)C12C(=O)Nc1ccc(Br)cc12 (stereo not given) | 13% | -1% | -16% | 1.0%
CN(C)CCC(C#N)(c1ccccc1)c1ccccc1 | -2%[9.22 µM] | -5%[10.9 µM] | -7%[9.22 µM] | 1.3%[11.4 µM]
CCOC(=O)C1C(=O)NC2(C)CC1c1cc(OC)ccc1O2 (stereo not given) | -5% | -7% | 18% | -1.0%
S=C=NCc1ccccc1 | -19% | -16% | -8% | ·
O=C1C2CCCN2C(c2cccnc2)N1c1nccs1 (stereo not given) | 10% | -5% | 5% | 1.4%
Cc1ccc(O)cc1 | 3%[1.84 µM] | 16%&-3% | 10% | 1.6%
CCc1ccc(-n2nc(C)c3c2NC(=O)CSC3c2ccc(OC)cc2OC)cc1 (stereo not given) | 6% | -13%[10.9 µM] | ? | -1.2%
CN1Cc2c(ccc3c2OCO3)[C@@H]2[C@@H](O)Cc3cc4c(cc3[C@@H]21)OCO4 | 12%[20.6 µM] | -19%[16.8 µM] | 1%[20.6 µM] | ?
O=C1NO[C@@H]2CN[C@@H](C(=O)O)[C@H]12 | 6% | -1% | 2% | ·
O=C(Cn1c2c(c(-c3ccccc3Cl)cc1=O)CCC2)N1CCC2(CC1)OCCO2 | -15% | -2% | -6% | 0.1%
c1cncc([C@@H]2CCCCN2)c1 | 3% | -12% | -3% | 0.4%
CCC(C(=O)Nc1ccccc1F)N1C(=O)CN=C(c2ccccc2)c2ccccc21 (stereo not given) | 14% | -8%[10.9 µM] | -9% | -2.1%
Cc1[nH]c2c(C(F)(F)F)cccc2c1CCN | -3% | 0% | -10% | 2.2%
CCC(=NCc1ccco1)c1c(O)[nH]c(=O)[nH]c1=O | 3% | -5% | 1% | -2.8%
Cc1ccc(S(=O)(=O)N2CCC(C(=O)N3CCC4(CC3)OCCO4)CC2)cc1 | -2% | -3% | 9% | 0.8%
C=C1CC2C(CC[C@]3(C)C(=O)CCC23)[C@]2(C)C=CC(=O)C=C12 (stereo not given in full) | 18% | -27% | 18% | ·
CC(C(=O)c1c[nH]c2ccccc12)N1CCc2ccccc2C1 (stereo not given) | 5% | -7% | -3% | 2.3%
CCc1ccc(NC(=O)c2cnc3sc(N4CCCC4)nn3c2=O)cc1 | -18% | -15%[10.9 µM] | ? | -1.0%
O=C(Nc1cccc(F)c1)N1CCCC2(CCN(C(=O)Oc3ccccc3)CC2)C1 | -8% | · | -8% | 2.5%[11.4 µM]
CC(=NCCC1=CCCCC1)c1c(O)n(C)c(=O)n(C)c1=O | 2% | -7% | 1% | 0.4%
CCN(CC)c1ccc(C2C(C(N)=O)=C(C)Nc3nc(SCc4ccccc4)nn32)cc1 (stereo not given) | -2% | 2%[10.9 µM] | 27% | -1.1%
CN1CCCC2(CCN(C(=O)Oc3ccccc3)CC2)C1 | -14% | · | 6% | 1.7%[11.4 µM]
C=C[C@@H]1CN2CC[C@H]1C[C@H]2[C@H](O)c1ccnc2ccccc12 | -1%[9.22 µM] | · | -13%[9.22 µM] | 0.6%[11.4 µM]
CN1C(=O)N(C)C(=O)C(CCc2ccccn2)(CCc2ccccn2)C1=O | -9% | 6% | 2% | 4.8%
CCCCCCCCCCCC[N+](C)(C)CCOc1ccccc1 | -6%[1.84 µM] | -30% | -30% | ?
CC1(C)CC(=O)C(C=NCCN2CCN(C(=O)Cc3ccccc3)CC2)=C(O)C1 | -2% | -14% | 2% | -1.7%
CCCCCn1c(N)c(C(=O)NCCN2CCOCC2)c2nc3ccccc3nc21 | 4% | -20% | -1% | ?
CN1CCCC2(CCN(C(=O)c3ccncc3)CC2)C1 | -5% | · | 12% | 0.1%[11.4 µM]
CCCSC(=O)Cl | 9%[1.84 µM] | 16% | 3% | 0.0%
Oc1cc(Cl)cc(Cl)c1 | 1%[1.84 µM] | -4% | -1% | 1.7%
CC1(C)CN=C(Nc2ccccc2C(F)(F)F)S1 | 26% | -4% | -14% | -2.5%
FC(F)(F)c1ccc2c(c1)NP(=S)(N1CCOCC1)c1nccn1-2 (stereo not given) | -6% | 3% | -3% | -1.5%
Oc1ccc2c3c1O[C@H]1c4[nH]c5c(c4C[C@@]4(O)[C@@H](C2)N(CC2CC2)CC[C@]314)C[C@]1(O)[C@H]2Cc3ccc(O)c4c3[C@@]1(CCN2CC1CC1)[C@@H]5O4 | -11% | -5% | -17% | -0.1%
O=S1(=O)CC2(N3CCOCC3)CCCCCCC21 (stereo not given) | 2% | -2% | 7% | 1.3%
Nc1ccc2ccccc2c1 | 1%[1.84 µM] | 2% | -5% | 1.7%
CCNc1ccc(P(=S)(N(C)C)N(C)C)cc1 | 1% | -10% | 1% | 1.1%
Nc1ccc(S(=O)(=O)c2ccc(NCN3C(=O)NC(=O)C(=O)C3=O)cc2)cc1 | -1%[9.22 µM] | -8%[10.9 µM] | -7%[9.22 µM] | -0.8%[11.4 µM]
CC(=O)Nc1nnc(SCC(=O)NCCOc2ccccc2)s1 | 34%[activator] | -1% | 3% | 1.1%
CCOC(=O)C(O)(c1ccc(N(CC)C(=O)OC)cc1)C(F)(F)F (stereo not given) | 1% | -29% | 10% | 1.4%
O=C(CCl)c1ccccc1 | -3%[1.84 µM] | -15% | 16% | ?
C[C@H]1OC[C@@H](C[N+](C)(C)C)O1 | -6% | -4% | 9% | -4.5%
NCCc1c[nH]c2ccc(OC(=O)C(=O)O)cc12 | -2%[9.22 µM] | -6%[10.9 µM] | 4%[9.22 µM] | 0.3%[11.4 µM]
c1ccc(N2CC3(CCNCC3)C2)nc1 | -3% | · | -5% | 0.7%[11.4 µM]
CCCNc1oc(-c2cccc3ccccc23)nc1C#N | -12% | -14% | -22% | -4.6%
O=C(O)Cn1cc(C(=O)c2ccccc2)c2ccccc21 | 3% | -10% | 3% | 4.2%
COc1ccc(OCC(=O)N2CCN(CCc3ccncc3)CC2)cc1 | -4% | -11%[10.9 µM] | 2% | ?
CC(=O)OC1C[C@H](O[C@@H]2C(O)C[C@H](O[C@@H]3C(O)C[C@@H](OC4CC[C@]5(C)C(CCC6C5CC(O)[C@@]5(C)C(C7=CC(=O)OC7)CC[C@@]65O)C4)OC3C)OC2C)O[C@H](C)[C@H]1O[C@H]1OC(CO)C(O)C(O)C1O (stereo not given in full) | -28% | 1% | ? | ·
O=C(c1cc2c(s1)CCCCCC2)N1CCC2(CC1)OCCO2 | 7% | -15% | 6% | -0.2%
Cc1nnc(NC(=O)c2cccn(Cc3ccccc3F)c2=O)s1 | 6% | 11%[10.9 µM] | ? | 3.0%
ClC1=C(Cl)C2(Cl)C3C(Cl)C=CC3C1(Cl)C2(Cl)Cl (stereo not given) | 5% | 4%&-7% | -13%&6% | 5.7%
C(#CCN1CCOCC1)COCC#Cc1ccccc1 | 5% | -11% | -1% | 7.1%
N[C@@H](CSC1c2ccccc2-c2ccccc21)C(=O)O | -4%[9.22 µM] | -9%[10.9 µM] | 3%[9.22 µM] | 0.5%[11.4 µM]
CC1CC2(O)c3no[n+]([O-])c3CCC2N1O (stereo not given) | 1% | 5% | 8% | 1.6%
OC1(c2ccc(F)cc2)CC2CCC(C1)N2Cc1nnnn1C1CCCCC1 (stereo not given) | 13% | -9% | 2% | 0.4%
CC[C@@]1(O)CC(O)c2c(cc3c(c2O)C(=O)c2c(O)ccc(O)c2C3=O)C1C(=O)OC (stereo not given in full) | ? | -14% | 13µM* | ·
CCN(CC)CCCN=C(C)c1c(O)n(C2CCCCC2)c(=O)[nH]c1=O | 0% | -10% | 2% | -1.5%

Full records, quoted from the list. Order of screens: p53ts 32C kill | Imprint erasure | p53ts 39C tox | IkB sig inh
`CCCNc1oc(-c2cccc3ccccc23)nc1C#N` is listed with -12% | -14% | -22% | -4.6%
`C(#CCN1CCOCC1)COCC#Cc1ccccc1` is listed with 5% | -11% | -1% | 7.1%

Additional records follow.
SMILES | p53ts 32C kill | Imprint erasure | p53ts 39C tox | IkB sig inh
COc1ccc(N=C(C)c2c(O)n(C3CCCCC3)c(=O)[nH]c2=O)c(OC)c1 | 3% | 2% | 6% | 0.7%
Cc1cc(N2C(=O)CC(N3CCC(n4c(=O)[nH]c5ccccc54)CC3)C2=O)no1 (stereo not given) | -4% | 0% | 14% | -1.0%
O=C1C=Cc2ccccc2C1=O | -15% | · | 0% | ·
O=C(NCC(c1cccnc1)N1CCOCC1)Oc1ccccc1 (stereo not given) | -3% | 1% | -3% | -0.4%
CCCCn1c(N)c(C(=O)OCC2CCCO2)c2nc3ccccc3nc21 (stereo not given) | 5% | -20% | 9% | -0.3%
C=Cn1ccnc1P(=S)(c1ccn(C)c1)c1nccn1C=C | -1% | 1% | -3% | 0.0%
FC(F)(F)c1ccc(Cl)cc1 | -4%[1.84 µM] | 18% | -21% | 12%
CCn1c(C(=O)N2CCC(C(=O)N3CCC4(CC3)OCCO4)CC2)cc2sccc21 | -2% | -2% | -2% | 0.8%
CCOc1c(P(=S)(N(C)C)N(C)C)c(C)nn1-c1ccccc1 | 1% | 3% | -9% | 5.1%
N[C@H](Cc1ccc2oc3cc(=O)c4ccccc4c-3nc2c1)C(=O)O | 9%[9.22 µM] | -15%[10.9 µM] | 22%[9.22 µM] | -0.5%[11.4 µM]
CCOC(=O)N(C)c1ccc(C(O)(C(=O)OCC)C(F)(F)F)cc1 (stereo not given) | -1% | -24% | 9% | -1.1%
Cc1cc(N)n(C2CCN(C)CC2)n1 | -1% | -3% | 1% | -0.6%
CCCCCCCC/C=C\CCCCCCCC(N)=O | -9% | -13% | 32µM* | 0.0%
COc1cc2c(cc1O)C[C@@H]1c3c(cc(O)c(OC)c3-2)CCN1C | -1%[9.22 µM] | 1%[10.9 µM] | 5%[9.22 µM] | 0.6%[11.4 µM]
O=[As](O)(O)c1ccc(Cc2ccc([As](=O)(O)O)cc2)cc1 | 31%[activator][9.22 µM] | -51%[inhibitor][10.9 µM] | 50%[activator][9.22 µM] | ?
CC1=C2C3OC(=O)[C@H](C)[C@H]3CC[C@@]2(C)C=CC1=O (stereo not given in full) | -8% | -9% | -7% | ·

Source: PubChem
